AID2073 – inhibitors of Mint1-CaV2.2 protein interaction, biochemical, HTRF (AID 2073). HTRF protein-protein interaction, Mint1-CaV2.2; higher % means a stronger effect. one-dose inhibition, % at 20 µM; IC50 in µM for titrated hits. 0.19% of 290,000 active; in the data active = inhibition mostly above about 51%, no sharp cut-off; note: some results filed as inactive read as strong as hits
GPR35 arrestin U2OS – GPR35 antagonists blocking zaprinast-driven arrestin recruitment, primary screen, imaging, U2OS, beta-arrestin-GFP, zaprinast agonist (AID 2058) | U2OS GPR35 beta-arrestin-GFP translocation imaging, zaprinast antagonism; higher % means a stronger effect | inhibition, % at 10 µM, or IC50 in µM where a hit was titrated | 0.052% of 290,000 active;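 active = inhibition of at least 50% with at least 30 cells and total cytoplasm GFP at most 10,000,000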
GPR55 LPI antagonism – inhibition of LPI-stimulated GPR55 beta-arrestin translocation – imaging, U2OS, beta-arrestin-GFP, LPI agonist, primary screen (AID 2013); U2OS GPR55 beta-arrestin-GFP translocation imaging, LPI antagonism; higher % means a stronger effect; inhibition, % at 10 µM, or IC50 in µM where a hit was titrated; 0.13% of 290,000 active;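 active = spots per cell inhibited over 60%, with over 100 cells counted and total cytoplasm intensity under 500,000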;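 note: U2OS cells stably carrying GPR55 and arrestin-GFP stimulated by 5 µM LPI near EC80; imaged beta-arrestin-GFP aggregate spots per cell after agonist stimulation; plate controls were LPI-stimulated DMSO wells for no effect and DMSO wells without LPI for full effect; some results filed as inactive read as strong as hits; confirmed hits need IC50 under 10 µM and bright autofluorescent wells are also inconclusive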
GPR55 beta-arrestin – selective activators of receptor GPR55 – imaging, U2OS cells, beta-arrestin-GFP redistribution, primary screen (AID 1961); U2OS GPR55 beta-arrestin-GFP redistribution imaging; higher % means a stronger effect; activation, % at 10 µM, or EC50 in µM where a hit was titrated; 0.048% of 290,000 active;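 active = activation above 40% with more than 50 cells counted in the well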;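 note: U2OS osteosarcoma cells stably expressing GPR55 and beta-arrestin-GFP; plate controls were DMSO negative control for no effect and LPI positive control for full effect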
NS5 inhibitors – Dengue-2 NS5 methyltransferase inhibitors, primary screen, biochemical, confirmation dose response (AID 588689); Dengue-2 NS5 methyltransferase capping enzyme assay, biochemical; higher % means a stronger effect; 0.3% of 340,000 active; inhibition, % at 25 µM, or IC50 in µM where a hit was titrated; in the data active = a potency from the dose series
NTR1 agonist – agonists of NTR1, primary screen, imaging, U2OS cells, beta-arrestin-GFP, high content (AID 493036) | NTR1-U2OS beta-arrestin-GFP spot imaging, agonist mode | activation, % at 20 µM | 0.17% of 330,000 active;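 active = activation at or above 40% of the spot to cytoplasm intensity ratio, with at least 20 cells analyzed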;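 note: 0% = DMSO without peptide and 100% = 100 nM NTR1 peptide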
Target sequence (P30989 whole entry, looked up): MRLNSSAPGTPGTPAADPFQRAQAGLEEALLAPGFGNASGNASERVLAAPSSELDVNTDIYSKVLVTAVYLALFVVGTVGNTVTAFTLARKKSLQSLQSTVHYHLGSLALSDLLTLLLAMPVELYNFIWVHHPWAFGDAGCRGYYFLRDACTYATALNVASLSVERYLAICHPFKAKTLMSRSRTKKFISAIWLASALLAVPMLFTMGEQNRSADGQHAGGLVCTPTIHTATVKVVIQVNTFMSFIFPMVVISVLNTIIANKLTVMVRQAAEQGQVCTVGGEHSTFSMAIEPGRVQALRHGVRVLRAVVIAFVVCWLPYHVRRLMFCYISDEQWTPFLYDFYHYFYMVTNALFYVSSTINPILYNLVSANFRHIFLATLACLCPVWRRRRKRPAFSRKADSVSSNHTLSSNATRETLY
K1F lysis inhibition – inhibition of K1F phage lysis, E. coli UTI89, bacterial capsule biogenesis inhibitors, alamar blue (AID 488966) | E. coli UTI89 K1F phage lysis, alamar blue, 2 h; higher % means a stronger effect | 0.02% of 340,000 active | one-dose inhibition, % at 100 µM; IC50 in µM for titrated hits;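 active = phage lysis inhibition, versus mean bacterial control, above a set limit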;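 note: capsule biogenesis inhibitors block K1F phage lysis so surviving cells raise fluorescence; higher fluorescence means more inhibition of phage lysis; actives were called in the ten point dose series up to 300 µM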
HIV peptide binding – inhibitors of HIV fusion peptide binding, primary screen, biochemical, uHTS, fluorescence dequenching (AID 1986). cell-free peptide binding, fluorescence dequenching, 30 min; higher % means a stronger effect. 0.3% of 290,000 active. inhibition, % at 20 µM, or IC50 in µM where a hit was titrated; in the data active = inhibition mostly above about 52%, no sharp cut-off; inactive = mostly below about 76%; note: some results filed as inactive read as strong as hits
SIAH1 antagonists – Siah-1 peptide-binding antagonists, primary screen, biochemical, fluorescence polarization, rhodamine-plectin, uHTS (AID 1817) | Siah-1 / rhodamine-plectin peptide fluorescence polarization; higher % means a stronger effect | one-dose displacement, % at 20 µM; IC50 in µM for titrated hits | 0.02% of 290,000 active;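 active = displacement of at least 50% at 20 µM, with a fluorescence ratio check between 0.3 and a set limit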;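 note: plate controls were Siah plus tracer with DMSO for no effect and tracer alone without Siah for full effect; strong numbers were not always called active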
NTR1 agonist cell count 20 µM – also measured in NTR1 agonist; calls as there; cell count; measured here: cell count, cytotoxicity flag
NS5 inhibitors pilot replicate – also measured in NS5 inhibitors; calls as there; inhibition, %; measured here: pilot screen replicate inhibition
* marks the source's active call; other numbers are inactive results; . = not tested or not shown; [ ] = remark or other dose.

SMILES | AID2073 | GPR35 arrestin U2OS | GPR55 LPI antagonism | GPR55 beta-arrestin | NS5 inhibitors | NTR1 agonist | NTR1 agonist cell count 20 µM | K1F lysis inhibition | HIV peptide binding | SIAH1 antagonists | others
COc1cc(C(=O)NCc2cn3cccc(C)c3n2)cc(OC)c1OC | 12.3% | -7.0% | 4.9% | 0.3% | -2.8% | -1.9 | 51 | 9.3% | -0.1% | 3.1%
O=C(OCC(=O)N1CCc2ccccc21)c1ccccc1 | -0.4% | 7.3% | -0.8% | -0.1% | -0.6% | 0.3 | 46 | 1.1% | -1.0% | 1.6%
O=C(N/N=C/c1ccc([N+](=O)[O-])o1)c1cn(-c2ccccc2)nc1-c1ccccc1 | 60.4% | 0.1% | 8.4% | -0.2% | 2.7% | 12.5 | 85 | 0.0% | 65.8% | 6.3%
O=C(CCl)NNc1cccc(Cl)n1 | -35.5% | 24.5% | 5.6% | 0.0% | -20.6% | -1.2 | 60 | 2.5% | 9.9% | 3.5%
CCCCCOc1ccc(NC(=O)CCCC(=O)O)cc1 | 3.1% | 4.4% | 10.6% | -0.1% | 11.1% | 3.6 | 43 | -0.3% | -0.8% | 5.8%
NC(=O)c1ccccc1NC(=O)Nc1cccc(Cl)c1Cl | 8.2% | . | 12.2% | -0.3% | -1.3% | 2.0 | 67 | 1.0%[50 µM] | -2.1% | 9.6%
CC(=O)NC(CC(=O)OC(C)C(=O)Nc1ncc(Cl)cc1Cl)c1ccccc1 (configuration not stated) | 11.0% | -1.9% | 3.6% | -0.2% | -12.9% | 1.8 | 47 | -0.2% | 0.5% | -3.9%
NC(=O)c1ccsc1NC(=O)C1CCCCC1 | -1.4% | 8.5% | 1.2% | -0.1% | -7.0% | -0.7 | 68 | 0.1% | 1.0% | 0.8%
Cn1cc(C2CC(c3ccccc3)=NN2C(=O)c2ccccc2)c2ccccc21 (configuration not stated) | 8.2% | 3.7% | 1.9% | -0.4% | -1.3% | 5.1 | 33 | 2.4%[50 µM] | -0.7% | 0.3%
O=C(CN1C(=O)CNC1=O)Nc1cccc(C(F)(F)F)c1 | -6.6% | 5.1% | 5.9% | -0.1% | -1.6% | -0.1 | 65 | 0.9% | -1.0% | 2.2%
Cc1cc(Br)ccc1NC(=O)CCS(=O)(=O)c1cccc2nonc12 | 19.2% | 22.2% | 8.7% | 0.0% | -14.2% | -0.6 | 37 | 0.5% | -1.1% | 0.0%
Cc1ccc(C(=O)Nc2ccncc2)c(Cl)c1 | -4.7% | -7.7% | 16.3% | 0.2% | -0.8% | 1.0 | 48 | 4.3% | 1.3% | -1.6%
COC(=O)c1ccc(NC(=O)CN2CCN(c3cccc(Cl)c3)CC2)cc1 | -0.1% | 3.7% | 5.7% | -0.1% | -1.6% | 2.4 | 25 | 0.1% | 0.3% | -2.7%
CCC(C(=O)c1ccccc1)P(=O)(NN)c1ccccc1 (configuration not stated) | 2.8% | -6.4% | 3.5% | 0.0% | . | 1.7 | 59 | . | -0.4% | 6.8%
Cc1cc(=O)n2[nH]c(COc3ccccc3)nc2n1 | -11.8% | -7.6% | 4.1% | -0.2% | 2.0% | 2.6 | 64 | 0.4% | -0.7% | 5.1%

Brought forward from above: 2 entries; new compounds follow.
SMILES | AID2073 | GPR35 arrestin U2OS | GPR55 LPI antagonism | GPR55 beta-arrestin | NS5 inhibitors | NTR1 agonist | NTR1 agonist cell count 20 µM | K1F lysis inhibition | HIV peptide binding | SIAH1 antagonists | others
CCC(C(=O)c1ccccc1)P(=O)(NN)c1ccccc1 (configuration not stated) | 2.8% | -6.4% | 3.5% | 0.0% | . | 1.7 | 59 | . | -0.4% | 6.8%
Cc1cc(=O)n2[nH]c(COc3ccccc3)nc2n1 | -11.8% | -7.6% | 4.1% | -0.2% | 2.0% | 2.6 | 64 | 0.4% | -0.7% | 5.1%
Cc1cccc(CC(=O)OCn2nnc3ccccc3c2=O)c1 | 5.5% | -9.7% | 5.8% | -0.3% | -4.2% | 1.5 | 82 | -0.9% | -0.3% | 0.2%
CC(NCc1ccc(S(N)(=O)=O)cc1)C(=O)Nc1cc([N+](=O)[O-])ccc1Cl (configuration not stated) | -3.2% | 18.7% | 6.8% | 0.2% | 3.0% | -0.3 | 55 | 0.4% | 0.2% | -2.3%
COCCCNc1nc(N)c([N+](=O)[O-])c(NCC2CCCO2)n1 (configuration not stated) | 4.7% | 5.7% | -0.3% | -0.1% | 3.9% | -0.6 | 43 | 0.8% | -2.0% | 2.4%
O=C(Nc1ncccc1O)c1ccc2ccccc2c1 | -0.6% | -6.8% | -21.0% | 0.0% | 2.2% | -0.5 | 46 | 0.1% | -0.9% | 0.9%
CN(CC(=O)Nc1ccccc1Cl)CC(=O)Nc1ccccc1[N+](=O)[O-] | 7.0% | 4.1% | -5.8% | 0.2% | 1.5% | 1.6 | 60 | 0.4% | -1.1% | 12.7%
O=C(NC1CCCC1)c1ccc(CS(=O)(=O)c2cccc(C(F)(F)F)c2)o1 | -2.5% | -2.9% | 18.6% | 0.3% | 1.8% | 0.1 | 93 | 2.8% | 0.8% | 2.2%
C/C(=N\NC(=O)c1nn(C)cc1Br)c1cccc(NC(=O)c2ccncc2)c1 | -3.1% | 0.4% | 2.7% | -0.4% | -0.7% | -1.5 | 55 | 6.4% | 2.4% | -5.0%
COc1ccc(C(=O)Nc2ccc(C(=O)Nc3nccs3)cc2)cc1[N+](=O)[O-] | 36.1% | -3.6% | 1.5% | -0.1% | 0.0% | 0.5 | 61 | 1.9%[50 µM] | -1.6% | 24.2%
O=C(O)c1ccc(Nc2cc(Cl)c3nonc3c2[N+](=O)[O-])cc1 | -26.6% | 8.7% | 15.1% | 0.5% | 12µM* | 0.9 | 90 | -3.1% | -0.2% | 3.4%
O=C(c1ccccc1[N+](=O)[O-])N1N=C(c2ccccc2)CC1(O)C(F)(F)F (configuration not stated) | 8.2% | 6.6% | -0.3% | -0.3% | -8.2% | -0.5 | 58 | 0.2% | 3.3% | -1.9%
NC(=O)c1cc(N)ccc1N1CCCCC1 | -5.6% | -8.8% | -5.9% | -0.3% | . | 0.0 | 52 | . | -1.4% | -0.7%
COc1ccc(NC(=O)c2c(C)noc2-c2snnc2C)cc1 | -12.5% | 11.6% | 8.1% | 0.2% | -8.6% | 1.3 | 44 | -0.3% | -1.7% | 0.1%
C=CCn1c(N)cc(=O)nc1SC(CC)C(=O)Nc1ccc(C(C)=O)cc1 (configuration not stated) | 4.4% | 9.8% | 5.4% | -0.1% | 2.4% | 4.7 | 33 | 0.0% | 1.9% | 4.7%
COc1ccc(N2CCN(C(=O)Cn3cncn3)CC2)cc1 | -8.1% | 7.6% | 9.1% | 0.1% | 3.0% | -2.1 | 51 | 0.9% | -2.4% | -2.6%
CCN(CC)C(=O)CCCC(=O)N(CC)CC | -2.2% | -19.0% | 12.2% | -0.4% | -4.5% | 0.2 | 81 | 0.4% | 0.8% | 2.0%
COc1cc(C(=O)N=c2sccn2C)c([N+](=O)[O-])cc1OC | -3.0% | -0.1% | -24.9% | 0.0% | -1.0% | 2.1 | 56 | 0.0% | -2.8% | -8.7%
O=[N+]([O-])c1cc(/C=N/O)ccc1SCc1ccccc1Cl | 18.4% | -4.8% | 23.6% | 0.2% | -6.8% | 11.3 | 77 | 0.5% | 3.1% | 5.9% | NS5 inhibitors pilot replicate=-4.6
COCCNC(=O)C(C(=O)c1ccc(F)cc1)n1cc(C)ccc1=O (configuration not stated) | 2.7% | 16.5% | 2.5% | 0.2% | -7.9% | -0.4 | 53 | -0.2% | -1.2% | 4.4%
Nc1nonc1-n1nnc(C(=O)N/N=C/c2ccccc2)c1CSc1ccc(Cl)cc1 | -4.6% | -7.5% | -5.1% | -0.3% | 0.0% | 4.7 | 50 | 4.5% | -3.9% | 0.2%
O=C(NCc1ccccn1)C1CCC(=O)N(Cc2ccc(Cl)cc2)C1 (configuration not stated) | 11.1% | 15.1% | -2.8% | -0.2% | 2.6% | 2.5 | 63 | -0.2% | 1.1% | -9.0%
O=C(COC(=O)CNC(=O)c1ccccc1Cl)Nc1ncc(C(F)(F)F)cc1Cl | 2.0% | 6.0% | -1.5% | -0.2% | -2.5% | -0.6 | 54 | 2.4%[50 µM] | -0.6% | 5.1%
CC1(C)C(=O)N(c2ccccc2)C1c1ccccc1O (configuration not stated) | 10.9% | -1.0% | 3.2% | 0.5% | -3.9% | 2.5 | 92 | 0.0% | -1.3% | -1.5%
CC1CCN(S(=O)(=O)c2ccc3c4c2CC(=O)N4CC(C)S3)CC1 (configuration not stated) | -0.5% | 7.3% | -6.6% | 0.5% | 0.9% | 1.8 | 42 | 1.0% | 4.2% | 1.0%
CCOC(=O)c1c(NC(=O)c2ccc(-n3cnnn3)cc2)sc2c1CCCC2 | 35.7% | -18.7% | 7.5% | 0.1% | -4.7% | . | . | -4.7% | 0.9% | 3.0%
Cc1ccc2[nH]c(=O)c(C(c3nnnn3CC3CCCO3)N3CCOCC3)cc2c1 (configuration not stated) | 0.1% | -9.2% | -0.9% | 0.1% | 0.6% | -0.1 | 68 | 0.3% | 0.5% | -2.4% | NS5 inhibitors pilot replicate=-2.4
Cc1c(C(=O)N(C)CCC#N)oc2ccc(S(=O)(=O)N3CCOCC3)cc12 | 2.8% | 6.0% | -0.7% | -0.1% | -6.1% | -1.0 | 46 | 0.3% | -0.8% | 1.9%
COc1ccc(/C=C/c2c(-c3cccc(C)c3)oc3ccc(-c4ccc5c(c4)OCO5)cc23)cc1 | 31.4% | 18.8% | 9.9% | -0.1% | . | -1.5 | 92 | . | -1.2% | 11.6%
CCOc1ccc(C(=O)NC2CCN(CC(=O)NCc3ccccc3)CC2)cc1 | 5.5% | 8.4% | 5.5% | -0.1% | -4.1% | 0.1 | 44 | 0.0% | 3.3% | 8.6%
Clc1cccc(-c2nc3nc4ccccc4nc3n2Cc2ccco2)c1 | 8.6% | -10.4% | 12.5% | 0.0% | -10.4% | 0.5 | 51 | 1.6% | 7.9% | -4.1%

Compounds from the list above that contain a COOH group:
SMILES | AID2073 | GPR35 arrestin U2OS | GPR55 LPI antagonism | GPR55 beta-arrestin | NS5 inhibitors | NTR1 agonist | NTR1 agonist cell count 20 µM | K1F lysis inhibition | HIV peptide binding | SIAH1 antagonists | others
CCCCCOc1ccc(NC(=O)CCCC(=O)O)cc1 | 3.1% | 4.4% | 10.6% | -0.1% | 11.1% | 3.6 | 43 | -0.3% | -0.8% | 5.8%
O=C(O)c1ccc(Nc2cc(Cl)c3nonc3c2[N+](=O)[O-])cc1 | -26.6% | 8.7% | 15.1% | 0.5% | 12µM* | 0.9 | 90 | -3.1% | -0.2% | 3.4%

Screening data deposited in PubChem by several laboratories.
